Screening data deposited in PubChem BioAssay by Sanford-Burnham Center for Chemical Genomics.
tim23-1 inh – inhibits growth of tim23-1 mutant yeast; S. cerevisiae tim23-1 growth, BacTiter-Glo luminescence, 24 h; inhibition, % at 20 µM; 1.3% of 330,000 active; AID 463212;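 active = growth inhibition of the mutant yeast at or above 50%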;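 also: temperature-sensitive mutant grown at 25 °C; plate controls were DMSO-treated mutant yeast for no effect and medium wells lacking yeast for full effect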
NLRP3 yeast inh – inhibitors of NALP3 inflammasome in yeast; Yeast reconstituted NLRP3/ASC/caspase-1, beta-gal luminescence, 24 h; inhibition, % at 10 µM; 0.39% of 330,000 active; AID 2825;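 active = inhibition of 50% or more; inactive = inhibition below 50%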;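 also: plate controls were induced DMSO wells for no effect and uninduced yeast grown without galactose for full effect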
tim10-1 inh – tim10-1 yeast growth inhibition; S. cerevisiae tim10-1 ts strain growth, BacTiter-Glo, 24 h; 2.2% of 330,000 active; inhibition, % at 20 µM; AID 463190;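 active = inhibition of at least 40%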;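 also: mutant grown at 25 °C; 0% = DMSO wells with yeast and 100% = wells holding no yeast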
GRIN3A LBD mod – NR3A (human) ligand-binding domain modulation | 2.5% of 340,000 active | NR3A LBD differential scanning fluorimetry, Tm shift; 0% = protein alone, 100% = glycine-bound protein | Tm shift relative to glycine control, % at 25 µM;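 active = melting temperature shift of at least 10% of the positive control shift, at one fixed dose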
TIM10 inh – growth inhibitors of TIM10 yeast strain. S. cerevisiae TIM10 strain growth, BacTiter-Glo luminescence, 24 h. inhibition, % at 10 µM. 1.4% of 330,000 active;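 active = inhibition of 40% or more at the single tested concentration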;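 also: wild-type TIM10 isogenic control strain grown at permissive 25 °C; 0% = DMSO yeast wells and 100% = minimal medium wells without yeast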
XBP1 UPR activ – adaptive UPR (XBP1) activation | CHO-XBP1 luciferase reporter, IRE1-XBP1 UPR activation, luminescence; percent of tunicamycin response, DMSO as zero | activation, % at 20 µM | 0.33% of 330,000 active;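 active = versus positive control, 20 µM dose yields 30% or more activation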;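 also: 100% = tunicamycin at 10 µg/mL and 0% = DMSO only wells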
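incubation = overnight seeding at 37 °C, 6 h compound treatment at 37 °C | assay system = CHO-XBP1 cells stably carrying IRE1-XBP1-driven luciferase reporter | input = 1000 cells per well | detection = luciferase luminescence | dosing = single point, 20 µM final compound, 1% DMSO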
Mdm2-MdmX inh – disrupts the human Mdm2-MdmX interaction; SaOS-2 split-luciferase Mdm2/MdmX complementation, luminescence; AID 485346; O15151+Q00987; 3% of 330,000 active; inhibition, % at 8 µM;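 active = inhibition of at least 50% at 8 µM in the primary screen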
Target sequence (O15151 whole entry, looked up): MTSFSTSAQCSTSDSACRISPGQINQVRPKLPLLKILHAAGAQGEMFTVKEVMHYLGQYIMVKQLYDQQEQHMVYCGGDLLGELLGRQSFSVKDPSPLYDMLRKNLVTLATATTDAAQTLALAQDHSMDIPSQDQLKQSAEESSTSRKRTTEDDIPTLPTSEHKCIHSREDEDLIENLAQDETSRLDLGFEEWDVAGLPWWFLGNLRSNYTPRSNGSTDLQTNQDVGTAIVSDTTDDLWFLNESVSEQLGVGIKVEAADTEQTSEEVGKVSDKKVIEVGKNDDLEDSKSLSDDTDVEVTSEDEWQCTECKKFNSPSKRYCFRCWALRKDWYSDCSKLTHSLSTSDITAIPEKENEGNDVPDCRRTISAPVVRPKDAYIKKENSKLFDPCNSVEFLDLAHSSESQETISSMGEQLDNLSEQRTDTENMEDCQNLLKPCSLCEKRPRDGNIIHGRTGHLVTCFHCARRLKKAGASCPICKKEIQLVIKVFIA
Target sequence (Q00987 whole entry, looked up): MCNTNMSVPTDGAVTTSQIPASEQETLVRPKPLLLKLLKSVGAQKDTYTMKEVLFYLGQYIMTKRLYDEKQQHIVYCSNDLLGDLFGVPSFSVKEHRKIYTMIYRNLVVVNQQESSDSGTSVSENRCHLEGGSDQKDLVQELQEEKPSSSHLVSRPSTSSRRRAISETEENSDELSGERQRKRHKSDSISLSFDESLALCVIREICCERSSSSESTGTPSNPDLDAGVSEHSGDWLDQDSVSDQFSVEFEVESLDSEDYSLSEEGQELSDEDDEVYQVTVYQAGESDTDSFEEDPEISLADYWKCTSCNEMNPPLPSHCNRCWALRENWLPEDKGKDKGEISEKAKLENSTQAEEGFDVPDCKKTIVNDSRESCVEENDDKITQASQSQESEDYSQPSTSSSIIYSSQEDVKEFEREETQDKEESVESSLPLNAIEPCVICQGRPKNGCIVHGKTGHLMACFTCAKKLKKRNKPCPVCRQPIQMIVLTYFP
APJ ag – agonists of human APJ apelin receptor | 0.11% of 330,000 active | P35414 | AID 2520 | CHO-K1 APJ PathHunter beta-arrestin, luminescence; 0% DMSO wells, 100% apelin | activation, % at 20 µM;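 active = activation more than six SD over the plate average, tested at 20 µM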;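 also: 0% = DMSO alone and 100% = apelin-13 at 10 nM; some results filed as inactive read as strong as hits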
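Test system: CHO-K1 APJ beta-arrestin complementation cell line. Amount: cell density 1000 per well. Controls: DMSO negative, 10 nM Apelin-13 positive. Signal: luminescent beta-gal fragment complementation, chemiluminescent substrate. Read-out basis: agonist-driven arrestin binding to APJ. Timing: compound stimulation 90 min at 25 °C, detection 60 min.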
CHOP UPR activ – activators of apoptotic arm of unfolded protein response (CHOP); CHO-CHOP luciferase reporter, UPR activation, luminescence; percent of tunicamycin response over DMSO baseline; activation, % at 10 µM; 0.34% of 330,000 active; AID 449763;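 active = at 10 µM dose, activation of 40% or more, normalized to positive control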;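 also: 100% = tunicamycin at 10 µg/mL and 0% = DMSO alone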
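Test system: CHO CHOP reporter cells. Input: 500 CHO-CHOP cells per well. Medium: F12 with 10% FBS. Technique: luciferase luminescence. Measure: percent activation relative to tunicamycin control. Dosing: 10 µM compound, 0.5% DMSO. Timing: 16-18 h cell attachment, then 6 h compound exposure, 37 °C.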
* hit, by the source's call; / = no result given.

Order of values: tim23-1 inh	NLRP3 yeast inh	tim10-1 inh	GRIN3A LBD mod	TIM10 inh	XBP1 UPR activ	Mdm2-MdmX inh	APJ ag	CHOP UPR activ
- CCC1=Nc2cc(C(=O)N3CCC4(CC3)OCCO4)ccc2Sc2ccc(C)cc21
 : 10	5	11	-1	6	-4	23	3	0.3
- CCCCn1c(=O)c(C(=O)Nc2ccccc2N)c(O)c2ccccc21
 : -1	10	-12	-3	-1	-3	29	0	0.1
- CC(C)c1ccc(OCC(=O)N2CCN(C)CC2)c(Br)c1
 : 19	15	7	-1	10	0	15	-4	0.8
- Cc1ccc(N2C(=O)NC(=O)/C(=C\c3cc(C)n(-c4cc(C(=O)O)cc(C(=O)O)c4)c3C)C2=O)cc1
 : 3	2	2	-2	1	-1	-2	-1	1.4
- C#CCOc1cc(C2C3=C(COC3=O)Nc3cc4c(cc32)OCO4)ccc1OC (centres undefined)
 : 5	1	25	-3	21	19	59*	-2	-0.2
- CN1C2CCC1C(C(=O)O)C(O)C2 (centres undefined)
 : -7	18	-7	0	0	1	9	1	-1.6
- O=C(Cc1ccccc1)N1CCN(Cc2cccc(Br)c2)CC1
 : 35	13	13	-1	6	1	20	-4	10
- CCOC(=O)C1(CCc2ccccc2)CCN(C2CCSCC2)CC1
 : -10	31	-43	4	-32	-1	21	-2	-1.2
- Cc1cc(=O)oc2cc(OCC(=O)N3CCN(Cc4ccc5c(c4)OCO5)CC3)ccc12
 : 10	11	8	0	1	-3	22	-9	0.4
- Cc1ccc(C2CC(=O)C(C=NCCN3CCN(C(=O)Cc4ccccc4)CC3)=C(O)C2)cc1 (centres undefined)
 : -3	4	14	1	5	-1	1	-3	2.1
- CN(C)c1ccc(NC(=O)CN2C(=O)CN=C(c3ccccc3)c3ccccc32)cc1
 : 39	16	25	1	32	1	8	-2	-1.2
- Nc1c(C(=O)NCCN2CCOCC2)c2nc3ccccc3nc2n1Cc1ccccc1
 : 21	2	20	-5	7	-5	25	-4	0.0
- COc1ccc(F)cc1C(=O)C1CCCN(Cc2cnc(C)s2)C1 (centres undefined)
 : 23	28	17	-1	-3	-2	-11	-3	-2.9
- C=CCn1c(O)c(/C=N/NC(=O)CCCC)c(=O)[nH]c1=S
 : -1	-10	12	2	-10	-3	-14	-1	0.3
- CCCCCCn1c(=O)c(C(=O)Nc2nc(CC(=O)OCC)cs2)c(O)c2ccccc21
 : 10	5	-13	4	-5	-2	-10	4	18
- CCN1C[C@@]2(COC)C3[C@@H](OC)[C@H]4[C@@H]1[C@@]3(C1C[C@H]3[C@H](OC(C)=O)C1[C@]4(OC(C)=O)C[C@H]3OC)[C@@H](OC)C[C@H]2OC(C)=O (some centres undefined)
 : 13	8	14	0	0	-2	-33	4	-0.7
- Cc1nnc(SCc2nc3ccccc3c(=O)n2-c2ccccc2Cl)n1N
 : 10	15	-1	0	8	2	29	0	-1.0
- CC(=O)c1cn(Cc2ccccc2C#N)c2ccccc12
 : 15	-2	12	1	9	-1	-4	5	0.9
- C[C@]12CC[C@H](O)CC1C(=O)CC1C2CC[C@@]2(C)C1CC[C@@H]2O (some centres undefined)
 : 9	50	1	1	-15	1	-39	-1	0.7
- O=[N+]([O-])c1cc(F)c(N2CCCCCC2)cc1N1CCNCC1
 : 24	21	22	-2	21	7	52*	3	-0.7
- CN1CCCC1C(O)(c1ccccc1)c1ccccc1 (centres undefined)
 : 19	18	4	1	-8	1	7	-3	-1.4
- O=C(O)Cn1cc(/C=C2\C(=O)NC(=O)N(Cc3ccco3)C2=O)c2ccccc21
 : 6	16	17	0	3	-1	18	-2	2.1
- CCOP(=O)(OCC)c1ccc(O)cc1
 : 3	19	8	-1	-1	-1	-9	-5	1.2
- CC1CCCC(C2(O)C(=O)Nc3ccccc32)C1=O (centres undefined)
 : -13	-3	-11	-1	-1	-3	12	-2	0.3
- O=C(C(=O)N1CCOCC1)c1cn(Cc2ccc(F)cc2)c2ccccc12
 : 26	-2	12	-2	-6	-2	-2	0	0.2
- Cc1cccc(N2CCN(CCc3ccccc3)CC2)c1C
 : 5	20	8	0	15	0	-25	1	0.8
- CCOC(=O)CSCCOc1ccc(C=C2C(=O)NC(=O)NC2=O)cc1OC
 : 7	-4	17	3	-2	0	-17	1	0.0
- O=C1NC(=O)N(Cc2ccccc2)C(=O)/C1=C/c1cnn(-c2ccccc2)c1
 : 13	14	0	/	0	1	18	-4	1.0
- COC1=CC(=O)OC(/C=C/c2ccccc2)C1 (centres undefined)
 : 17	23	-10	2	8	1	6	5	1.6
- CN(C)C1(CNC(=O)c2cc(S(=O)(=O)N3CCOCC3)c(Cl)cc2Cl)CCCCC1
 : 3	19	-11	0	8	0	-12	-1	2.1

10 structures already listed, sorted by number of heavy atoms, rising.
Order of values: tim23-1 inh	NLRP3 yeast inh	tim10-1 inh	GRIN3A LBD mod	TIM10 inh	XBP1 UPR activ	Mdm2-MdmX inh	APJ ag	CHOP UPR activ
- CCOP(=O)(OCC)c1ccc(O)cc1
 : 3	19	8	-1	-1	-1	-9	-5	1.2
- COC1=CC(=O)OC(/C=C/c2ccccc2)C1 (centres undefined)
 : 17	23	-10	2	8	1	6	5	1.6
- CC1CCCC(C2(O)C(=O)Nc3ccccc32)C1=O (centres undefined)
 : -13	-3	-11	-1	-1	-3	12	-2	0.3
- CN1CCCC1C(O)(c1ccccc1)c1ccccc1 (centres undefined)
 : 19	18	4	1	-8	1	7	-3	-1.4
- Cc1cccc(N2CCN(CCc3ccccc3)CC2)c1C
 : 5	20	8	0	15	0	-25	1	0.8
- O=[N+]([O-])c1cc(F)c(N2CCCCCC2)cc1N1CCNCC1
 : 24	21	22	-2	21	7	52*	3	-0.7
- O=C(C(=O)N1CCOCC1)c1cn(Cc2ccc(F)cc2)c2ccccc12
 : 26	-2	12	-2	-6	-2	-2	0	0.2
- O=C1NC(=O)N(Cc2ccccc2)C(=O)/C1=C/c1cnn(-c2ccccc2)c1
 : 13	14	0	/	0	1	18	-4	1.0
- O=C(O)Cn1cc(/C=C2\C(=O)NC(=O)N(Cc3ccco3)C2=O)c2ccccc21
 : 6	16	17	0	3	-1	18	-2	2.1
- CN(C)C1(CNC(=O)c2cc(S(=O)(=O)N3CCOCC3)c(Cl)cc2Cl)CCCCC1
 : 3	19	-11	0	8	0	-12	-1	2.1

(continued)
Order of values: tim23-1 inh	NLRP3 yeast inh	tim10-1 inh	GRIN3A LBD mod	TIM10 inh	XBP1 UPR activ	Mdm2-MdmX inh	APJ ag	CHOP UPR activ
- CN(C)C(=O)Oc1ccc2c(c1)O/C(=C\c1cccc([N+](=O)[O-])c1)C2=O
 : 11	13	16	-1	3	-4	17	-3	0.2
- CC(=NCCC(c1ccccc1)c1ccccc1)c1c(O)n(C)c(=O)n(C)c1=O
 : 16	14	4	-3	13	-2	-16	0	-1.4
- CCOC(=O)C(O)(c1ccc(N(C)C(=O)COc2ccccc2)cc1)C(F)(F)F (centres undefined)
 : 14	11	18	1	-2	2	1	2	-0.3
- O=C(CN1CCCCC1)c1ccc(F)cc1
 : 11	7	-6	0	-7	0	-20	-2	1.3
- CN(N)N=Nc1nc2c([nH]1)c(=O)n(C)c(=O)n2C
 : -6	3	-9	1	5	0	3	3	-0.9
- Cn1c(O)c(C(c2ccccn2)c2c(O)n(C)c(=S)n(C)c2=O)c(=O)n(C)c1=S
 : 9	8	9	-1	-18	-2	10	-5	-1.2
- COc1ccc(NC(=O)N2CCC3(CC2)OCCO3)cc1OC
 : 2	0	17	0	-17	0	-18	-2	4.1
- CCC(C)n1c(O)c(C(c2ccccn2)c2c(O)n(C(C)CC)c(=S)[nH]c2=O)c(=O)[nH]c1=S (centres undefined)
 : 25	14	16	-4	12	-2	19	-4	0.5
- O=C1CN=C(c2ccc(Cl)cc2)c2oc3ccccc3c2N1
 : -9	17	4	3	2	4	28	3	1.9
- Cc1nc2ccc(Cl)cc2c(=O)n1-c1ccccc1Cl
 : 38	10	22	-1	4	-2	4	-2	-1.5
- O=C(COc1ccc2ccc(=O)oc2c1)N1C[C@H]2C[C@@H](C1)c1cccc(=O)n1C2
 : 5	2	-16	-2	-7	-3	24	-4	0.1
- C[n+]1ccc(-c2ccccc2)c2ccccc21
 : 9	1	-5	0	-5	2	-12	0	1.0
- O=C(COc1ccc(Br)cc1)N1CCN(C2CCCC2)CC1
 : 23	17	-10	1	-9	0	23	1	0.6
- Cc1ccc(N2C(=O)NC(=O)/C(=C\c3cnc(-c4ccccc4)nc3)C2=O)cc1
 : 20	12	13	1	-1	-1	3	-1	1.0
- Cc1c(C)c2ccc(OCC(=O)N3CCC(C(=O)O)(c4ccccc4)CC3)c(C)c2oc1=O
 : 12	10	22	0	-4	1	18	7	-3.3
- COC(=O)C(O)(c1c(C)[nH]c2ccccc12)C(F)(F)F (centres undefined)
 : 5	8	3	0	3	-1	-17	-2	0.8
- CNC(=O)ON(C(=O)NC)C1N(C)C(=S)SC1(C)C (centres undefined)
 : 1	10	5	1	-22	-3	16	-4	-0.7
- C[C@]12CCC3[C@@H](CCC4=CC(=O)CC[C@@]43CO)C1CCC2=O (some centres undefined)
 : 12	1	5	3	-14	4	1	-4	0.1
- Cc1ccc(Cn2cc(C=O)c(-c3ccc(C)cc3)n2)cc1
 : 53*	32	45*	2	27	3	-25	-1	1.2

Only part of the results is shown; the hit share may differ from the screen's.
